Screening data: PubChem BioAssay, several laboratories
OPRM1-OPRD1 ag = agonists of human mu-delta opioid receptor heterodimerization; cells, OPRM1-OPRD1 heterodimerization, luminescence; AID 504326; P35372+P41143; activation, % at 9.3 µM; 340,000 compounds, 0.3% hits; in the data active = activation above about 18%;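 also: 0% = vehicle-treated cells and 100% = reference agonist; values of inactives mirror those of a sister screen read the other way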
Target sequence (P35372 whole entry, looked up): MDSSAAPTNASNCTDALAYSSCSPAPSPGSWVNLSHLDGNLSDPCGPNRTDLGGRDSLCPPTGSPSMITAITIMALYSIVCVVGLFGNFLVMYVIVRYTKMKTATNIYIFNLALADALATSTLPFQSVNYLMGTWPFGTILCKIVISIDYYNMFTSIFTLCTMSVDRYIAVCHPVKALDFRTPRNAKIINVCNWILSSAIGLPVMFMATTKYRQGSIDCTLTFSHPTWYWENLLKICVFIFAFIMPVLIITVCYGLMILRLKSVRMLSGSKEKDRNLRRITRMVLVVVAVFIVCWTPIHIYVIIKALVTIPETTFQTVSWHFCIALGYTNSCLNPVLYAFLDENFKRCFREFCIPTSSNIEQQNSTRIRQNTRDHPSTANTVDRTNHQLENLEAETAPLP
Target sequence (P41143 whole entry, looked up): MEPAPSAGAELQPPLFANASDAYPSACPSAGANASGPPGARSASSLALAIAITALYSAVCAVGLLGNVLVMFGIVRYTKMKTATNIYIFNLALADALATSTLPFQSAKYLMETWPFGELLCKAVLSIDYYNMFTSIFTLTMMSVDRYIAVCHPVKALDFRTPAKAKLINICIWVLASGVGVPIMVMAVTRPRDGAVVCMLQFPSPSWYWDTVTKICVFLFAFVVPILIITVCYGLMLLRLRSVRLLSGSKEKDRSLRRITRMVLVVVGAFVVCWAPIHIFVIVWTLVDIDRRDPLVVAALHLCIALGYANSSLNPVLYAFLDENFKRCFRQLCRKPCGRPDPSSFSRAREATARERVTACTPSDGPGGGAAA
Arr AP2 block = human beta-arrestin and AP2 interaction inhibition | FITC-arrestin peptide / GST-AP2 beads, flow cytometry; AP2 beta2 appendage carries R879A mutation | inhibition, % at 10 µM | 340,000 compounds, 0.31% hits | AID 504490;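 active = inhibition above a set limit, near 3 SD of compounds lacking own fluorescence, cut at about 54% in these data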;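 also: plate controls were DMSO wells for no effect and 5 µM unlabelled arrestin peptide for full effect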
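System: GST-AP2 R879A glutathione beads. Medium: PBS with 0.05% Tween 20 and 0.1% BSA. Also added: FITC-arrestin peptide, 50 nM. Incubation: 12 min plus 1 h, RT. Measured by: high-throughput flow cytometry of beads, ex 488, em 535 nm. Evaluation: percent drop in bead-associated FITC signal.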
V-ATPase pHluor = yeast V-ATPase proton transport regulation by pHLuorin; S. cerevisiae, pHLuorin cytosolic pH fluorescence; response, % at 10 µM; 350,000 compounds, 0.37% hits; AID 504577; in the data active = response mostly above about 7.3%, no sharp cut-off; inactive = mostly below about 5.4%; also: actives read high; inactives centre near 0; some compounds called inactive have numbers as strong as hits; reference of the scale not given here
DAGLB inh = diacylglycerol lipase beta (human) inhibition; Q8NCG7; HEK293T DAGLB membrane lysate, EnzChek fluorogenic substrate; inhibition, % at 5.17 µM; 340,000 compounds, 0.059% hits; AID 504411; in the data active = inhibition above about 34%;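 also: 0% = enzyme with vehicle and 100% = wells lacking enzyme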
HTR5A inv ag = counter-screen for OPRM1-OPRD1 inverse agonists: human HTR5A inverse agonism. HTR5A cell line, luminescence. inhibition, % at 9.3 µM. 340,000 compounds, 0.083% hits; in the data active = inhibition mostly above about 23%, no sharp cut-off; inactive = mostly below about 18%;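 also: 0% = cells with DMSO and 100% = no-cell wells with DMSO; some compounds called inactive have numbers as strong as hits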
MOR-DOR inv ag = inverse agonists of human mu-delta opioid receptor heterodimerization; P35372+P41143; cell-based MOR-DOR heterodimer luminescence, inverse agonism; inhibition, % at 9.3 µM; 340,000 compounds, 0.21% hits; in the data active = inhibition above about 22%, passing the limit was not always enough;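 also: 0% = cells with DMSO and 100% = wells without cells with DMSO; values of inactives mirror those of a sister screen read the other way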
PKA-R1A act = activates the PKA-R1A holoenzyme complex | activation, % at 11.4 µM | P00514+P68181 | 340,000 compounds, 0.083% hits | PKA-R1A dissociation, Cy5-IP20 fluorescence polarization; scaled: DMSO 0%, 113 µM cGMP 100%;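 active = percent activation above the mean of all tested compounds plus 3 SD, cut at about 19% in these data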;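 also: higher means more PKAc released from R1A so a rise in polarization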
PKA-R2B activ = activates the human PKA-R2B holoenzyme complex. 340,000 compounds, 0.079% hits. PKA-R2B holoenzyme dissociation, Cy5-IP20 fluorescence polarization; R2B truncated from residue 108, S112A mutant; 0% DMSO only, 100% 113 µM cGMP. P22694+P31323. activation, % at 11.4 µM;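 active = activation above a cutoff set at the mean over all compounds plus 3 SD, cut at about 18% in these data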;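 also: higher means more holoenzyme dissociation and a rise in polarization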
HTR5A ag ctr = activates human HTR5A in OPRM1-OPRD1 agonist counter-screen | P47898 | HTR5A agonist assay, luminescence, cell-based | activation, % at 9.3 µM | 340,000 compounds, 0.61% hits | AID 504692; in the data active = activation mostly above about 9.5%, no sharp cut-off; inactive = mostly below about 7.6%;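 also: 0% = cells with vehicle only and 100% = reference agonist; strong numbers were not always called active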
Pemphigus Ab inh = human desmoglein-3 autoantibody binding inhibition; 310,000 compounds, 0.48% hits; DSG3-coupled beads, scFv-anti-DSG3-GFP binding, flow cytometry; active compounds read low; AID 588358; binding (percent of control), % at 10 µM; P32926;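 active = binding more than 3 SD below its plate's average and above zero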;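 also: hits lower antibody fragment binding to DSG3; some compounds called inactive have numbers as strong as hits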
* marks the source's active call; other numbers are inactive results; . = not tested or not shown.

SMILES	OPRM1-OPRD1 ag	Arr AP2 block	V-ATPase pHluor	DAGLB inh	HTR5A inv ag	MOR-DOR inv ag	PKA-R1A act	PKA-R2B activ	HTR5A ag ctr	Pemphigus Ab inh
Cc1ccc(NC(=O)c2ccc3c(c2)N(CC(=O)N2CCCCC2)C(=O)C(C)(C)O3)cc1	-1.0	2	3	-1	-6	5	-13	3	1	99
CCCNC(=O)c1onc(CSc2ccncc2)c1C(=O)NCCC	-0.8	21	0	-3	-18	5	-3	-19	0	99
CS(=O)(=O)N1CCN(c2ccccc2NC(=O)c2ccc(-c3ccc(Cl)cc3Cl)o2)CC1	-0.6	-2	-2	-7	-11	4	-9	-4	0	93
Cc1[nH]n(-c2ccc([N+](=O)[O-])cc2)c(=O)c1C=NCCc1c[nH]c2ccccc12	0.9	3	-1	5	-100	-5	-9	-10	34*	95
C/C(=N\Nc1ccccn1)c1ccc(OC(F)F)cc1	-2.5	-5	1	-2	-13	13	-2	-3	5	101
COc1ccc(C(=O)N=C2SC3CS(=O)(=O)CC3N2Cc2ccccc2)cc1OC (stereo unspecified)	-3.1	-5	1	0	-9	16	4	2	3	101
CCN1CCN(S(=O)(=O)c2ccc(Cl)c(C(=O)N(CC(C)C)C3CCS(=O)(=O)C3)c2)CC1 (stereo unspecified)	2.3	-9	-2	0	0	-9	6	-5	1	99
CCCCOC(=O)Nc1nnc(CC(=O)NCc2ccccc2)s1	-2.6	-14	-1	-1	8	13	1	0	-2	116
CCc1ccc(OCC(=O)N(Cc2ccccc2)C2CCS(=O)(=O)C2)cc1 (stereo unspecified)	-0.8	18	2	-4	10	5	-3	2	-3	.
O=C(CCCOc1ccccc1)Nc1cccc(S(=O)(=O)N2CCCCC2)c1	0.0	-12	0	-7	-2	0	-13	6	1	90
CN1/C(=C\C(=O)c2ccco2)c2ccccc2CC1(C)C	-0.9	0	1	3	13	5	-4	1	-3	103
CCOc1cc(C(=O)Nc2ccc(S(=O)(=O)Nc3onc(C)c3C)cc2)cc(OCC)c1OCC	-2.0	-8	-5	7	-7	11	9	-3	2	95
CCNc1nc(NC(N)=S)nc(NC(C)(C)C)n1	1.5	37	2	3	6	-8	-2	1	-2	103
Cc1cc(O)cc2c1O[C@@](C)(CCC[C@@H](C)CCC[C@@H](C)CCCC(C)C)CC2	-0.7	-2	-1	-4	-10	4	-18	-11	3	104
N#Cc1ccc(COc2ccc(CCO)cc2-n2nc3ccccc3n2)cc1	0.6	-3	-2	-1	-4	-3	-9	-6	-7	105
O=C(O)c1ccc(/C=N/NC(=S)NCc2ccccc2)cc1	-1.4	4	-1	3	14	7	-2	-6	1	106
CCCCCCn1cc(C(=O)O)c(=O)c2cc(F)c(N3CCCCC3)cc21	-2.0	15	2	-1	-7	9	-4	-5	2	104
CCCc1nc2c(sc3nc4c(cc32)COC(C)(C)C4)c(=O)n1CCN(CC)CC	0.7	-14	0	-1	5	-4	-8	1	-2	124
CC(=O)c1cccc(N=Cc2c(O)c3ccccc3oc2=O)c1	2.1	10	0	2	10	-10	1	3	-3	91
CC12C=CC3(O1)C(C(=O)N(c1cccnc1)C3C(=O)NC1CCCCC1)C2C(=O)Nc1ccccc1 (stereo unspecified)	-4.1	18	-3	0	-15	21	-10	3	-2	.
Cc1ccc(CNC(=O)CNC(=O)c2ccc(C(C)(C)C)cc2)n1C	-2.0	-7	1	1	5	8	-1	13	3	.
COc1c(S(=O)(=O)N2CCCCC2)ccc2c(S(=O)(=O)N3CCCCC3)cccc12	-0.7	4	1	2	-7	4	2	1	2	.
COc1cc(NC(=O)C2CCCCC2)c(OC)cc1NC(=O)c1ccco1	4.5	11	2	-4	-17	-24	-7	-1	4	75
COC1CCN(C(=O)C2CCC(=O)N(C3CCCCCC3)C2)CC1 (stereo unspecified)	-2.4	0	0	-1	-5	12	2	-4	1	98
Cc1cc(=O)[nH]c(SCc2nc3ccccc3s2)n1	-2.6	-4	0	3	-5	11	-3	-2	2	.
COc1ccc(CN2CCN(C(=O)c3ccc(S(=O)(=O)NCc4ccco4)cc3)CC2)cc1F	-1.0	-6	1	0	-7	6	6	0	2	105
Cc1cc(=O)oc2cc(OCC(=O)NCCc3c[nH]c4ccc(F)cc34)ccc12	-1.3	-2	-6	-2	-29	7	8	-8	-2	.
O=C(CSc1nc2ccccc2[nH]1)N1CCCCC1	2.0	2	-1	0	-11	-11	-13	-5	1	94
Cc1cccc(-n2c(C)nc3cc(C(=O)N4CCOCC4)ccc32)c1	-1.1	-7	-2	-1	-2	6	-6	-7	1	104
Clc1ccccc1-c1cc(COc2ccc3ccccc3c2)no1	4.8	-1	-1	-17	-13	-28	6	-10	2	109
Cc1cn([C@H]2C[C@H](O)[C@@H](CNCc3cccc(OC4CCCC4)c3)O2)c(=O)[nH]c1=O	.	.	0	-3	.	.	8	-1	.	102
CCCCCCn1c(=O)n2n(c1=O)[C@@H]1CN(S(=O)(=O)c3ccc(C)cc3)C[C@]1(O)[C@@H](OC(=O)NCc1ccccc1)C2	.	.	2	11	.	.	-12	-3	.	115
CN(C)S(=O)(=O)c1ccc(NC(=O)COC(=O)CC2CC3CCC2C3)cc1 (stereo unspecified)	-1.2	3	3	-3	-10	6	-5	-16	2	97
C[C@@H]1CN([C@@H](C)CO)C(=O)CCCn2nncc2CO[C@H]1CN(C)S(=O)(=O)c1ccc2c(c1)OCCCO2	.	.	1	-2	.	.	-6	-9	.	.
CCc1ccc(Nc2ncc3c(n2)CC(c2ccco2)CC3=O)cc1 (stereo unspecified)	5.6	10	0	-7	-14	-28	5	-10	-1	111
CN(C1CCCCC1)S(=O)(=O)c1ccc(NC(=O)c2ccco2)cc1	-0.8	-2	3	-1	5	4	-3	-10	0	110
CCC1CCCCN1c1cc(C)nc2cc(-c3cccc(C)c3)nn12 (stereo unspecified)	2.5	2	5	-8	-2	-15	-4	-7	-1	101
O=S1(=O)N=C(N(Cc2cccs2)c2ccc(O)cc2)c2ccccc21	-2.2	32	2	2	-5	11	-3	-10	-5	107
NC(=O)c1cc([N+](=O)[O-])ccc1NCc1cnccn1	-1.5	14	-1	-3	9	8	7	-19	22*	101
Cc1ccc(CN2C(=O)[C@H]3Cc4c([nH]c5ccccc45)C(C)(C)N3C2=O)cc1	5.3	6	-2	1	-3	-29	7	5	6	102
O=S(=O)(c1cccc(C(F)(F)F)c1)N1CCC(c2cc(-c3cccc4ccccc34)n[nH]2)CC1	4.1	48	9	-1	-12	-21	1	8	7	99
O=C(CNC(=O)c1cc(Cl)cc([N+](=O)[O-])c1)NC1CC1	0.1	22	-2	1	2	0	6	-2	-1	110
CCN1CCCc2cc(CN(CCN3CCOCC3)C(=S)Nc3ccc(C)cc3)ccc21	0.2	-4	2	1	5	-1	-3	-15	-2	101
CC1(c2cccc(Br)c2)NC(=O)N(CC(=O)NCC2CCCO2)C1=O (stereo unspecified)	-1.4	-7	7	0	-2	6	-7	9	1	106
CCOC(=O)c1ccc(NC(=O)COc2ccc(CNC3CCCCC3)cc2OC)cc1	5.5	9	-2	-1	-7	-28	0	1	-5	108
Cn1cc(CNC(=O)COc2ccc(Cl)cc2Cl)cn1	-2.2	-7	1	-1	10	13	-8	10	-4	.
CCCCN1CC[C@@H]2C=CC[C@H](C(=O)OC)[C@@H]2C1=O	-2.4	0	6	-2	-2	12	5	3	1	103
CN(Cc1cnccn1)Cc1nc(Cc2ccccc2Cl)no1	-1.8	6	1	0	-66	9	-3	-1	-3	124
CCCCn1c(SC(C)C(=O)NCC2CCCO2)nc2cc(C(=O)OC)ccc2c1=O (stereo unspecified)	-1.2	-3	2	-2	-2	8	-8	-1	1	94
COc1ccc2c(c1)C1NC(=S)NC(C)(O2)C1C(=O)Nc1ccc(Cl)cc1 (stereo unspecified)	-2.1	-34	1	1	-7	12	-6	-7	2	102

New compounds follow:
SMILES	OPRM1-OPRD1 ag	Arr AP2 block	V-ATPase pHluor	DAGLB inh	HTR5A inv ag	MOR-DOR inv ag	PKA-R1A act	PKA-R2B activ	HTR5A ag ctr	Pemphigus Ab inh
O=C(O)c1ccc(NC(=O)c2ccco2)c(NC(=O)c2ccco2)c1	-0.6	-1	0	0	-10	5	-3	-2	1	120
Cc1cc(C)cc(SCc2noc(C(=O)NC(C)C)c2C(=O)NC(C)C)c1	-1.1	-1	-1	-4	-28	6	-16	-4	-2	105
COc1cc(C)c(NC(=O)COc2cccc3c2OC(C)(C)C3)cc1OC	-1.1	3	-2	-2	-14	4	-10	0	6	84
COc1ccc(Cn2c(SCc3ccccc3C)nc3cc(OC)c(OC)cc3c2=N)cc1	18	23	-3	1	-7	-89	-1	-8	6	106
O=C(Nc1ccc(Cl)cc1)c1ccc(Br)cc1F	3.8	2	0	-6	-16	-20	3	5	8	101
Cc1nc2ncccn2c1-c1csc(Nc2ccccc2)n1	0.4	8	-1	0	26	-2	0	6	5	131
